Bcl-B Bim block: inhibitors of Bim-Bcl-B binding, primary screen, biochemical, multiplexed, human Bcl-2 family; Bcl-2-like protein 10 (Homo sapiens), Q9HD36; 190,000 compounds, 0.073% hits; inhibition, % at 10 µM; bead-based flow cytometry, Bim peptide-Bcl-B binding; AID 951, 2007;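 also: 0% = tracer peptide without compound and 100% = reference inhibitor peptide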
Target sequence (Q9HD36 whole entry, looked up): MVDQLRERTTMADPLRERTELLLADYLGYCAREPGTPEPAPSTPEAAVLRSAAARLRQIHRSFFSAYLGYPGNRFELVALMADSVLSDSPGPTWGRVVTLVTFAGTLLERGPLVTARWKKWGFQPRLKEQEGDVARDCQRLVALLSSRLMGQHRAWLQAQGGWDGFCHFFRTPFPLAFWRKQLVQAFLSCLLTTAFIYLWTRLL
GSH bead fluor: compound fluorescence on glutathione beads, profiling panel, artefact control, biophysical, 488/530 nm, flow cytometry; fluorescence (KMESF) at 10 µM; 190,000 compounds, 0.25% hits; AID 1776, 2009; GSH beads flow cytometry, compound fluorescence 488/530 nm; hits give high values; in the data active = fluorescence above about 89;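 also: glutathione beads carrying GST-tagged Bcl family fusion proteins plus one bare bead set; values are compound well signal with DMSO vehicle wells as background; inactives centre near 16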
RGS4-Gao reg: modulators of RGS4 binding to Galphao, primary screen, biochemical, multiplexed bead flow cytometry; Guanine nucleotide-binding protein G(o) subunit alpha (Homo sapiens), P09471; actives lie on both sides; binding response (% of control), % at 10 µM; 220,000 compounds, 0.33% hits; AID 1415, 2008; in the data active = binding response below about 49% or above about 150%; inactive = in between;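 also: fluorescent Galphao activated with aluminum fluoride binding bead-coupled RGS4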
Bfl-1 Bim block: inhibitors of Bim binding to Bfl-1, primary screen, biochemical, multiplexed, bead-based flow cytometry; 190,000 compounds, 0.12% hits; Bim-Bfl-1 binding inhibition; inhibition, % at 10 µM; Bcl-2-related protein A1 (Homo sapiens), Q16548; AID 1008, 2008;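 also: 0% = wells without compound plus tracer and 100% = blocker peptide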
Mcl1-Bid inh: Mcl-1/Bid binding inhibitors, primary screen, biochemical, TR-FRET, 1536-well. 220,000 compounds, 0.97% hits. Induced myeloid leukemia cell differentiation protein Mcl-1 (Homo sapiens), Q07820. TR-FRET Mcl-1/Bid-Dy647 peptide binding. AID 1021, 2008. inhibition, % at 21.7 µM;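 active = compounds that cut the binding signal by more than half at the single screening dose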;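 also: His-tagged Mcl-1 with europium anti-His antibody binding Bid BH3 peptide; 0% = Mcl-1 plus peptide wells and 100% = peptide-only wells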
RGS8-Gao: RGS8-Galphao binding modulators, primary screen, biochemical, multiplexed bead flow cytometry | actives lie on both sides | Guanine nucleotide-binding protein G(o) subunit alpha (Homo sapiens), P09471 | response (percent of control binding), % at 10 µM | 220,000 compounds, 0.34% hits | AID 1423, 2008; in the data active = response below about 60% or above about 140%; inactive = in between;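 also: Galphao activated as the GDP aluminium fluoride complex binding bead-coupled RGS8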
Bcl-2 Bim block: inhibitors of Bim-Bcl-2 binding, primary screen, biochemical, multiplexed, human Bcl-2 family; Bead-based flow cytometry, Bim peptide-Bcl-2 binding; inhibition, % at 10 µM; 190,000 compounds, 0.06% hits; in the data active = inhibition above about 40%; inconclusive = no clear call, values can overlap the other calls;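 also: 0% = no compound wells with probe peptide and 100% = reference peptide inhibitor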
Target sequence (P10415 whole entry, looked up): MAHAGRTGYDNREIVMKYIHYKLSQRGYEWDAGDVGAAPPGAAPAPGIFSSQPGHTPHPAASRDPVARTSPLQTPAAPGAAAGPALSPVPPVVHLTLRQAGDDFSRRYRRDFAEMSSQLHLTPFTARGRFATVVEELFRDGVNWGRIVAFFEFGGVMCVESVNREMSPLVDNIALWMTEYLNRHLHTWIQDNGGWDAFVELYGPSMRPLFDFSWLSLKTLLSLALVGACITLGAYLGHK
RGS7-Gao reg: RGS7-Galphao binding modulators, primary screen, biochemical, multiplexed bead flow cytometry. Guanine nucleotide-binding protein G(o) subunit alpha (Homo sapiens), P09471. actives lie on both sides. binding response (% of control), % at 10 µM. 220,000 compounds, 0.35% hits; in the data active = binding response below about 49% or above about 150%; inconclusive = no clear call, values can overlap the other calls; inactive = in between;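 also: fluorescent Galphao held in activated GDP-AlF4 state binding bead-coupled RGS7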
Bim-Bcl-XL: inhibitors of Bim-Bcl-XL binding, primary screen, biochemical, multiplexed, bead flow cytometry, human Bcl-XL; Bcl-2-like protein 1 (Homo sapiens), Q07817; Bim peptide-Bcl-XL binding, fluorescence; inhibition, % at 10 µM; 190,000 compounds, 0.04% hits; AID 1007, 2008
Target sequence (Q07817 whole entry, looked up): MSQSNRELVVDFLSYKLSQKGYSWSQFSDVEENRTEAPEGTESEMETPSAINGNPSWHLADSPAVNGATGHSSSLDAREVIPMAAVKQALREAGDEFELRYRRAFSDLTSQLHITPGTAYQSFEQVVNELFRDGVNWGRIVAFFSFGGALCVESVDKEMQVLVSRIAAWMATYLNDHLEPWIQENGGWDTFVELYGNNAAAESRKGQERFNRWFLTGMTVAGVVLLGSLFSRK
Mcl-1 Bim block: inhibitors of Bim peptide binding to Mcl-1, primary screen, biochemical, bead-based flow cytometry, multiplex. AID 1009, 2008. 190,000 compounds, 0.1% hits. inhibition, % at 10 µM. Bim peptide-Mcl-1 binding;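 also: 0% = no compound tracer wells and 100% = peptide blocker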
Bcl-W Bim block: inhibitors of Bim binding to Bcl-W, primary screen, biochemical, multiplexed, bead-based flow cytometry | Bim peptide-Bcl-W binding | Bcl-2-like protein 2 (Homo sapiens), Q92843 | inhibition, % at 10 µM | 190,000 compounds, 0.02% hits;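 also: 0% = bound tracer without compound and 100% = peptide blocker; higher means less fluorescent Bim peptide bound to Bcl-W beads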
Target sequence (Q92843 whole entry, looked up): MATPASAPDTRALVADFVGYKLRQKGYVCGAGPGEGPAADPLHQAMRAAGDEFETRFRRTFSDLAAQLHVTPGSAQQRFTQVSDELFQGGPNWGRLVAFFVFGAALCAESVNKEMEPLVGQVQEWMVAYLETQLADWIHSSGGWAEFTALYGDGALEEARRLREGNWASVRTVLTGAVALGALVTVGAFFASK
An asterisk follows results filed as active; ? = inconclusive. Rule as the data show it, unless noted: active = inhibition above about 40%.

Sequence of screens – Bcl-B Bim block	GSH bead fluor	RGS4-Gao reg	Bfl-1 Bim block	Mcl1-Bid inh	RGS8-Gao	Bcl-2 Bim block	RGS7-Gao reg	Bim-Bcl-XL	Mcl-1 Bim block	Bcl-W Bim block
- COc1cc2cc(CN(Cc3cccnc3)C(=O)NCc3ccccc3)c(=O)[nH]c2cc1OC
    0	29	99	0	14	100	4	100	0	0	2
- COc1ccc(N(CC(=O)Nc2cc(Cl)ccc2OC)S(=O)(=O)c2c(C)noc2C)cc1
    -12	16	93	-14	-22	101	-15	102	-9	-4	-1
- COc1ccc(NC(=S)c2ccc(N(C)C)cc2)cc1
    -19	12	105	-7	-14	111	-4	120	-8	-5	-5
- CCc1ccc(OCC(=O)NC(C)(C)C)cc1
    -1	8	99	-4	-15	101	-3	103	-4	-2	0
- COC(=O)CN(n1cnnc1)S(=O)(=O)c1ccccc1
    -4	40	85	-1	-20	88	-4	90	-4	-7	-4
- CC1(C)CC(=O)C2=C(C1)OC(N)=C(C#N)C2c1cc2c(cc1[N+](=O)[O-])OCO2 (configuration not stated)
    -2	8	102	10	-49	102	1	100	-4	-6	-1
- O=C(O)c1ccccc1C(=O)c1ccc(N2CCCC2)c([N+](=O)[O-])c1
    -3	15	99	-4	-49	101	-2	?	-2	0	-3
- CC(=O)N1CCN(c2ccc(S(=O)(=O)NCCN(C(C)C)C(C)C)cc2[N+](=O)[O-])CC1
    0	10	101	-1	-18	100	0	100	-3	-1	0
- O=S(=O)(c1cnc[nH]1)N1CCN(c2ccccc2)CC1
    -4	19	101	-8	-21	99	-5	103	-5	0	1
- Oc1ccc(-c2nccc(-c3ccc(Cl)cc3)n2)cc1
    -1	24	100	-1	-10	100	0	97	2	0	3
- Cc1ccc(CS(=O)(=O)CCC(=O)NCC2CCCO2)cc1 (configuration not stated)
    -2	25	97	-1	-20	101	0	93	-4	-4	-3
- Cc1ccc(NC(=O)C2CC(=O)n3ncnc3N2)cc1C (configuration not stated)
    -1	17	100	0	2	98	0	100	-1	-1	-2
- Cc1ccc(-c2cn3c(n2)CCCC3)cc1
    -7	41	102	-13	-31	100	-8	103	-6	-1	2
- COc1ccccc1/C=C/C=N/NC(=O)c1ccccn1
    -4	14	99	-8	-7	108	-3	102	0	-5	-3
- CC1=C(C(N)=O)C(c2sccc2C)n2nnnc2N1 (configuration not stated)
    -7	29	105	-15	14	103	-7	102	0	-2	-1
- CN=C(Nc1cc(C)nn1-c1ccccc1)c1ccc(F)cc1
    -1	5	97	2	-21	101	-2	100	-7	-1	0
- CCN(CC)CCN1C(=O)c2ccccc2NC1c1ccc(F)cc1 (configuration not stated)
    -5	25	99	-1	-17	101	0	100	-3	-2	-3
- O=C(Nc1cnn(Cc2c(Cl)cccc2Cl)c1)C(c1ccccc1)c1ccccc1
    -59	45	111	-4	-39	102	-29	101	4	-158	6
- Cn1c(N)c(C(=O)COC(=O)c2ccco2)c(=O)n(C)c1=O
    -1	7	105	-5	-6	102	-5	104	3	2	1
- O=C(Nc1cccc(Cl)c1)N(CCCN1CCOCC1)Cc1ccccc1F
    -8	35	101	-21	-10	99	-10	100	-8	-4	-1
- COC(=O)C1=C(C)N(C)C(C)=C(C(=O)OC)C1c1ccccn1
    -6	26	102	-9	-38	105	-7	101	-4	1	0
- COc1ccc(OC)c(NC(=S)N2CCc3ccccc3C2)c1
    2	13	100	4	-25	99	-2	101	3	-3	4
- O=c1oc(Nc2ccccc2Cl)nc2ccccc12
    -2	21	100	-2	-24	100	1	103	0	0	3
- Cc1oc(C(C)(C)C)cc1C(=O)Nc1ccc2c(c1)OCCO2
    -2	18	95	-2	-20	99	-6	97	-3	-4	-1
- Cc1cc(NC(=O)/C=C/c2ccccc2Cl)n(-c2nc3ccccc3[nH]2)n1
    -7	8	98	-4	66*	103	-2	103	2	0	0
- CCOc1ccc2nc(S(N)(=O)=O)sc2c1
    -2	21	102	-1	-7	103	-3	102	0	0	0
- CC(=O)CC(=O)Nc1nc(C)cc(C)n1
    -1	10	104	-4	-7	100	0	?	-1	2	0
- CCn1c(C)nc2cc(C#N)ccc21
    -1	13	103	-9	-19	103	-5	?	-3	-1	1
- Cc1cc(C2C(=O)C(C(=O)c3ccc(Cl)cc3)C(=O)CC2(C)C)on1 (configuration not stated)
    -3	22	101	-7	5	102	-9	100	0	-2	2
- CCOc1ccc(C2C(C#N)=C(N)Oc3n[nH]c(C)c32)cc1OC(=O)C1CC1 (configuration not stated)
    1	17	84	4	-20	85	5	90	2	1	2
- COc1ccc2nc(Cl)c(C3CC(c4ccco4)=NN3C(=O)CCC(=O)O)cc2c1 (configuration not stated)
    0	16	103	0	-46	104	2	99	-4	1	0
- O=C(O)c1ccc(CSc2nnc(SCc3ccccc3)s2)cc1
    0	9	106	1	-1	102	0	109	-1	-2	0
- COc1ccc(C(=O)OCC(=O)NC(=O)NC2CCCC2)c(O)c1
    -9	15	100	-9	-3	101	-4	?	-2	-4	0
- Cc1ccc(C(C(=O)Nc2ccc(C(C)C)cc2)N(C)C(=O)c2ccc(=O)[nH]c2)cc1 (configuration not stated)
    -5	16	94	-7	-61	98	-6	95	-7	-5	-5
- CCOC(=O)c1cccc(C(=O)Nc2nc3ccc(OC)cc3s2)n1
    -4	13	99	2	-11	100	0	101	-2	-6	-7
- COc1ccc(NC(=O)c2c3c(nc4ccccc24)CCC3)cc1
    -2	54	90	-5	-51	95	-1	87	-4	-1	-2
- O=C(Cn1c(=O)n(Cc2ccccc2)c(=O)c2ccccc21)NCc1ccco1
    2	8	111	4	-37	109	1	103	0	3	1
- O=S(=O)(c1ccccc1)c1ccc(NCc2ccco2)cc1
    0	9	96	-1	-48	100	-4	94	0	0	2
- Cn1c(Oc2ccc(Cl)c3cccnc23)nc2c1c(=O)n(Cc1ccccc1Cl)c(=O)n2C
    -5	15	101	-10	-41	102	-10	99	-3	-2	0
- CC(=O)NCCn1ccc2ccccc21
    2	52	92	-5	-57	99	0	95	-5	-1	0
- O=C(/C=C/c1ccc(Cl)cc1)Nc1ccc(S(=O)(=O)Nc2ncccn2)cc1
    -2	24	84	-3	-18	93	-3	?	-4	1	0
- COc1ccc(OC)c(NC(=O)CCN2CCCCCC2)c1
    0	18	96	-1	-5	99	-4	101	-7	-2	-2
- C=CCn1c(COc2ccc(F)cc2)nnc1SCC(=O)N1CC(=O)Nc2ccccc21
    -13	35	95	-16	-23	97	-11	100	-10	-5	-2
- Cc1ccccc1-n1nnnc1SC(C)C(=O)NC1CCCc2ccccc21 (configuration not stated)
    -12	19	96	-17	1	100	-7	94	-10	-7	-7
- CCOC(=O)CC1C(=O)NCCN1C(=O)c1cc2c(=O)n3ccccc3nc2s1 (configuration not stated)
    -4	23	103	-4	6	105	-5	106	-7	-7	-2
- O=C(c1cccc2ccccc12)C1CCCN(C(=O)CCN2CCCO2)C1 (configuration not stated)
    -3	8	98	-6	-16	99	-2	101	-2	-1	-5
- CCn1c(O)c(N=N)c2ccccc21
    -6	59	100	-10	-20	101	-5	101	-2	-1	1
- CCCCn1c(N)c(N(CC(C)C)C(=O)CN(C)Cc2cccc(OC)c2)c(=O)[nH]c1=O
    0	14	101	-3	-1	100	-1	100	0	-1	-1
- Cc1ccccc1OCC(=O)Nc1nc2ccccc2[nH]1
    1	8	101	-4	-14	106	0	119	2	2	4
- Cc1cc(NC(=O)c2cnn3c(C(F)F)cc(-c4ccccc4)nc23)no1
    2	31	103	0	-31	106	0	104	2	1	-1
- Cc1ccc(NC(=S)NNC(=O)c2ccccc2OC(F)F)cc1
    -21	47	102	-4	-174	99	-5	98	3	-2	2
- O=C(NC(=S)Nc1ccccc1)c1ccc(-c2ccccc2)cc1
    -1	23	100	0	-29	103	0	99	3	0	1
- O=C(CC(c1ccccc1)c1ccccc1O)NCc1ccccc1 (configuration not stated)
    -2	16	97	-3	-17	99	3	?	0	3	0
- O=C(NCc1ccc2c(c1)OCO2)C(=O)NCC(c1ccco1)N1CCN(c2ccccc2)CC1 (configuration not stated)
    0	11	102	-4	-56	102	-2	?	0	0	-3
- O=C(Nc1ccc(F)cc1)c1cccc2c1C(=O)N(Cc1ccccn1)C2
    -8	34	99	-10	8	104	-10	103	-21	0	1
- CCC/C(=N\NC(=O)c1ccccc1C)c1ccccc1
    -2	8	100	-1	-6	101	0	100	-6	-3	-2
- CN(C)C=Nc1nonc1N
    -6	30	100	-12	-3	98	-10	95	-1	0	0
- COC(=O)c1ccc(C(=O)Nc2ccc(N)cc2N)cc1
    -6	10	95	-6	-54	98	-4	90	-5	-3	-5
- Cc1cc(C(C)(C)C)cc(S(=O)(=O)NCC(=O)O)c1C
    -10	37	101	-17	-3	102	-12	98	-8	-8	-3
- c1ccc2nc(-c3ccc4c(c3)OCO4)ccc2c1
    -5	15	100	3	-19	101	0	107	3	2	5

Later entries.
Sequence of screens – Bcl-B Bim block	GSH bead fluor	RGS4-Gao reg	Bfl-1 Bim block	Mcl1-Bid inh	RGS8-Gao	Bcl-2 Bim block	RGS7-Gao reg	Bim-Bcl-XL	Mcl-1 Bim block	Bcl-W Bim block
- COc1ccc(-c2cc(C(F)(F)F)n3ncc(C(=O)N4CCc5ccccc5C4)c3n2)cc1
    -6	25	105	-1	-31	105	1	101	3	-1	4
- C=CCNC(=O)CC(=O)N/N=C/c1ccc(F)cc1
    -8	15	102	-8	-35	102	-6	101	-2	0	-3
- CNc1nc(C)nc(-n2nc(C)cc2C)n1
    -10	28	101	-15	4	103	-5	103	-4	-3	0
- CN(C)c1ccc(CN(C(=O)COc2ccccc2)C2CCS(=O)(=O)C2)cc1 (configuration not stated)
    0	11	101	0	-74	98	-1	102	-2	-3	-1
- CCc1ccc(OCC(=O)OCC(=O)c2ccc3c(c2)NC(=O)CO3)cc1
    0	7	104	-1	4	104	0	100	2	0	3
- C=CCSc1nc2ccccc2n1S(=O)(=O)c1ccc(C)cc1
    0	19	93	1	2	96	0	100	0	1	0
- O=C(N/N=C/c1c[nH]c2ccccc12)C1COc2ccccc2O1 (configuration not stated)
    -8	12	99	-9	3	101	-4	100	-7	-4	-4
- COc1ccc(OCC(=O)N/N=c2\oc3c(OC)cccc3cc2C(N)=O)cc1
    -32	10	100	-15	-121	107	-12	93	-9	-6	-8

Screens (PubChem BioAssay)
